# Screening results: PubChem BioAssay, National Center for Advancing Translational Sciences (NCATS)
# Pf Dd2 inh: blocks in vitro growth of P. falciparum Dd2. AID 1347417. actives 4.3% (n = 120,000). P. falciparum Dd2 growth, SYBR Green, 72 h. Potency, µM (top dose mostly 28.9 µM), for inactives: at the highest dose activity, negative = inhibition, most hits filed as inhibitors; active = well fitted inhibition curve with a large enough effect; inconclusive = small, poorly fitted or top-dose-only effect; inactive = no such curve, though single readings can be large or run the other way;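 also: plate controls were DMSO vehicle for no effect and reference drug for full effect; nearly all actives have a fitted effect of over 65% in size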
#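 Infected erythrocytes (Dd2, 0.3% parasitemia, 2.5% hematocrit final) are added to compound in RPMI-1640/Albumax II medium, grown 72 h at 37C in low oxygen, then lysed with saponin/Triton-X containing SYBR Green and read by fluorescence.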
# Numbers without * were called inactive; i = inactive; ? = inconclusive; [ ] = remark or other dose. Potency is read from the fitted curve at half-maximal effect. Not all compounds are listed; rates above refer to the full screens.
SMILES,Pf Dd2 inh
CCNC(=O)N1CC(C(=O)NCc2ccccc2)CC(c2ccc(F)c(C)c2)C1 (stereo not drawn),i
Cc1ccc2c(C(=O)NCc3cccc(Cl)c3)cc(NC(=O)C(C)C)cc2n1,i
O=C(CCCc1ccccc1)NC1CCN(C(=O)N2CC3CC(C2)[C@H]2CCCC(=O)N2C3)CC1 (stereo partly drawn),4%
O=C(NCC1CC1)c1cccc(OC2CN(C3CCCCCC3)C2)c1,-10%
O=C1CCN(S(=O)(=O)c2ccccc2)CCCN(C(=O)Nc2ccc3c(c2)OCCO3)CCN1,4%
Cc1ccccc1CNC(=O)c1cnc2sc(N3CCOCC3)nn2c1=O,i
Cc1cc(C)cc(NC(=S)N[C@H]2CO[C@H]3[C@@H]2OC[C@H]3O)c1,-13%[44.1 µM]
CCCCNC(=O)c1cc2n(n1)CC(c1ccc3c(c1)OCO3)OC2 (stereo not drawn),i
CC(=O)Nc1ccc(OCC(=O)N(C)Cc2ccccc2)nc1,30%
O=C(CN1CCN(c2ncccn2)CC1)N1CCC2(CCCNC2=O)C1 (stereo not drawn),-13%
O=C(CSc1nc2ccccc2nc1Cc1ccccc1)N1CCc2ccccc21,12%
COc1ccc(NC(=O)CCN2CCN(CCO)CC2)c(OC)c1,71%[activator]
Fc1ccccc1Cn1c(-c2ccccc2)nc2ccccc21,-1%
CN(C)c1ccc(C(=O)N2CCN(c3cc(-c4ccc(Cl)cc4)[nH]n3)CC2)cc1,-9%
Cc1ccc(CN2CCN(C(=O)CCC3CC3)C(C)C2=O)cc1 (stereo not drawn),0%
Cc1cnc(=O)[nH]c1SCC(=O)Nc1nc2ccccc2s1,8%
CCOCc1nc(C2CCCN(C(=O)COC)C2)no1 (stereo not drawn),56%
Cn1c(=O)oc2cc(S(=O)(=O)N3CCC(C(=O)N4CCN(c5ccccc5F)CC4)CC3)ccc21,?
C#CCNC(=O)C[C@@H]1C[C@@H](C(C)C)[C@H](CNS(=O)(=O)Cc2ccccc2)C=C1C,?
COc1ccc(C(=O)N2CCN(C(=O)c3nnn4c3COC(c3ccc(C)cc3)C4)CC2)cc1F (stereo not drawn),-6%
CCc1ccccc1NC(=O)Cn1c(-c2cccc(Cl)c2)nc(C)c(CCO)c1=O,i
Cc1cccc(OCCc2noc(C3CCCN(Cc4ccccc4C#N)C3)n2)c1 (stereo not drawn),-10%
O=C(Cn1cccc1-c1nc(-c2ccc(F)cc2)no1)Nc1ccccc1F,-5%
CCCN1C(=O)C(CC(=O)N2CCCC(C)C2)Sc2ncccc21 (stereo not drawn),-12%
C=CCNC(=O)c1cn2c(n1)CN(C(=O)c1ccccc1)CC2,8%
Cc1ccccc1Cn1c(C)c(CNCCCc2ccccc2)c(C(=O)O)c1C,?
COc1ccc(NC(=O)c2cc3c(=O)n(Cc4cccnc4)ccc3nc2C)cc1Cl,-12%
Cn1ncc2c(C(=O)NC3CC3)cc(-c3cccc(C(F)(F)F)c3)nc21,-22%
Cc1cnc(C(=O)N2CCCC2c2nc(CCOCC3CCCC3)no2)cn1 (stereo not drawn),-8%
COC(=O)[C@@H]1C[C@H](NC(=O)c2cccc(NC(=O)c3ccco3)c2C)CN1C,14%

# 5 records picked at random from those above:
SMILES,Pf Dd2 inh
Cc1cnc(=O)[nH]c1SCC(=O)Nc1nc2ccccc2s1,8%
Cc1cccc(OCCc2noc(C3CCCN(Cc4ccccc4C#N)C3)n2)c1 (stereo not drawn),-10%
O=C(Cn1cccc1-c1nc(-c2ccc(F)cc2)no1)Nc1ccccc1F,-5%
C=CCNC(=O)c1cn2c(n1)CN(C(=O)c1ccccc1)CC2,8%
C#CCNC(=O)C[C@@H]1C[C@@H](C(C)C)[C@H](CNS(=O)(=O)Cc2ccccc2)C=C1C,?

# The results go on:
SMILES,Pf Dd2 inh
CCN(CC)c1nn2c(=O)c(C(=O)NCCc3ccccc3C)cnc2s1,7%
Cc1ccc(CNC(=O)N2CCC(OC3CCN(S(C)(=O)=O)CC3)CC2)cc1,i
C=CCOc1cccc(-c2nnc(CCC(=O)NCCCOC)c(=O)[nH]2)c1,i
COc1cc(C(=O)Nc2cc(C)ccc2OCc2cc(=O)n3c(C)csc3n2)cc(OC)c1OC,21%
CC(=O)N1CCC([C@@H]2CN(C(=O)c3ccc(C#N)cc3)C[C@H]2CO)CC1,37%[activator]
CCOC(=O)c1c(-c2ccc(Br)cc2)csc1NC(=O)c1ccc(C(C)(C)C)cc1,29%
Cc1ccc(CN2CC(Oc3ccccc3C(=O)NC3CC3)C2)o1,-16%
Cc1cnc(CC2CCN(C(=O)NC(C)C)C2)n1C1CC1 (stereo not drawn),-19%
CS(=O)(=O)N[C@@H]1[C@@H](NC(=O)CCn2nnc3ccccc32)[C@H]2CCO[C@H]21,-11%
CN(C)CCOCC1(C)COc2ccc(C(=O)Nc3ccc4[nH]ccc4c3)cc2N1 (stereo not drawn),?
O=C(Cn1ncc2c3ccccc3n(Cc3ccccc3F)c2c1=O)N1CCCCC1,?
COc1ccc(-c2cc(C(F)(F)F)nc(SCCC(=O)Nc3cc(C)ccc3O)n2)cc1,1µM*
Fc1ccccc1CN1CCCN(Cc2cn(-c3ccccc3)nn2)CC1,?
COc1ccc(-c2nc(C)nc3c2CN(C(=O)c2ccccc2OC)CC3)cc1,9%
Cc1noc(C)c1S(=O)(=O)N1CCC2(CC1)C(=O)NN=C2C1CC1,30%

# Given field by field: part of the list above.
Cc1ccc(CN2CC(Oc3ccccc3C(=O)NC3CC3)C2)o1
  Pf Dd2 inh: -16%
Cc1cnc(CC2CCN(C(=O)NC(C)C)C2)n1C1CC1 (stereo not drawn)
  Pf Dd2 inh: -19%
CS(=O)(=O)N[C@@H]1[C@@H](NC(=O)CCn2nnc3ccccc32)[C@H]2CCO[C@H]21
  Pf Dd2 inh: -11%

# (list continues)
SMILES,Pf Dd2 inh
Cn1cc(CN2C[C@@H](F)[C@@H](OCc3nc4ncccc4[nH]3)C2)c2ccccc21,?
CCOc1cc(-c2nc(-c3ccc(-c4ccc(C)cc4)nc3OC)no2)cc(OCC)c1OCC,-19%
O=C(CCCc1c[nH]c2ccccc12)N[C@@H]1CCOC[C@H]1OCC1CC1,-1%
O=C(NCc1ccccc1)[C@H]1CN2CCC1C[C@@H]2Cn1cc(-c2ccc(F)cc2)nn1 (stereo partly drawn),-7%[44.1 µM]
COc1ccc(C(=O)N2C[C@@H]3OCC(=O)N(Cc4ccc(OC(F)(F)F)cc4)[C@@H]3C2)cc1,?
Cn1ccc(C(=O)N2CC(CNc3ccccc3)C3(C2)CN(c2ccccc2)C3)n1 (stereo not drawn),?
N[C@H]1c2ccccc2C[C@@H]1NC(=O)COc1ccc(Cl)cc1Cl,i
F[C@@H]1CN(Cc2nccs2)C[C@@H]1OCc1nc2ccccc2[nH]1,11%[44.1 µM]
COCCN1CCCCCC(O)c2cc(C(=O)N3CCN(c4ccccc4)CC3)ccc21 (stereo not drawn),-8%
COc1ccc(-n2nc(-c3ccc(C)cc3)c3cnc4cc(F)c(F)cc4c32)cc1,36%[activator]
COCCNC(=O)c1ccc(CC2CCN(C(=O)CCc3c(C)nn(C)c3C)CC2)cc1,?
O=C1NCc2ccccc2CC12CCCN(CC1=CCCCC1)C2 (stereo not drawn),?
COCCOC1CCOC2(CCN(C(=O)c3ccc(C)nc3)CC2)C1 (stereo not drawn),37%[activator]
O=C(NC[C@H]1OC[C@@H](NCc2cccs2)[C@@H]1O)c1cccs1,22%[44.1 µM]
O=C(COc1cccc(-n2cnnc2)c1)NC1CCCc2c1[nH]c1ccccc21 (stereo not drawn),?
COCCn1ncc(N2CCC(NC(=O)C(C)(C)C)CC2)cc1=O,13%
Cc1ccc(S(=O)(=O)CC(=O)Nc2nc3c(C)cccc3s2)cc1,7%
O=C(NCC1CCOCC1)NC1CCCC1,?
COc1ccccc1OCCCCn1c(C2CC(=O)N(c3ccccc3Cl)C2)nc2ccccc21 (stereo not drawn),19%
COc1cccc(CNC(=O)N2c3ccccc3CC2c2nc(C(C)C)no2)c1 (stereo not drawn),-10%[5.79 µM]
COc1cccc(-c2nc(SCC(=O)Nc3ccc4c(c3)OCCO4)c(-c3ccccc3)[nH]2)c1,-28%
COC(=O)c1sc2cccc(F)c2c1S(=O)(=O)Nc1cc(OC)cc(OC)c1,1%
Cc1cccc(C(=O)Nc2ccc(S(=O)(=O)N(Cc3ccccc3)c3ccccc3)cc2)c1,?
CC(=O)c1ccc(N2CCN(C(=O)Nc3ccc(C)cc3)CC2)cc1,?
Cn1cc(CN[C@H]2[C@H](O)[C@H](O)C[C@@H]2c2cccnc2)c2ccccc21,i
CN(Cc1ccccc1)Cc1cc(C[C@H]2CNCC[C@H]2CC(=O)NC2CCCCC2)no1,i
COc1ccc(C2c3c(oc4ccc(Cl)cc4c3=O)C(=O)N2CCCN(C)C)cc1OC (stereo not drawn),i
O=C1NC2(CCCN(Cc3ccc(OC(F)(F)F)cc3)C2)COc2ccccc21 (stereo not drawn),i
COc1cccc(CNC(=O)c2ccc3nc(-c4ccc(F)cc4)c(-c4ccc(F)cc4)nc3c2)c1,19%
CN(C)c1ccc2ncc(Nc3ccccc3)n2n1,-6%[44.1 µM]
Cc1ccc(-c2nc3sccn3c2Nc2ccc(C)c(C)c2)cc1,-1%
CC(=O)N1c2ccccc2CC1C(=O)N1CCN(c2cccc(C)c2C)CC1 (stereo not drawn),28%
Cc1cnc(CN(C)C(=O)CC(c2ccccc2)c2ccc(Cl)cc2)[nH]1 (stereo not drawn),8.9µM*
COCCNC(=O)CN1C(=O)c2cccnc2Sc2ccccc21,-8%
COc1cccc(C(=O)NCCc2csc3nc(-c4ccccc4F)nn23)c1OC,10%
COc1cc(Cl)c(C)cc1NC(=O)Cn1ccn2nc(-c3ccc(F)cc3)c(CO)c2c1=O,i
CN1C(=O)c2ccccc2Sc2ccc(NC(=O)NCc3ccc(Cl)cc3)cc21,-27%
C[C@@H](NC(=O)Cc1ccccc1)c1onc(-c2ccc(F)cc2)c1C(=O)O,27%[44.1 µM]
CCc1csc(CNC(=O)c2ccc(N3CC[C@H](O)C3)nc2)n1,-6%
O=C(NCc1ccc(F)cc1)C1(CCO)CC12CCOCC2 (stereo not drawn),?
CCn1cc(CN2C[C@@H](CO)[C@H](NC(=O)COC)C2)c2ccccc21,i
CCCN(CC1CC1)C(=O)c1ccc2c(c1)C(O)CCCCCN2CCOC (stereo not drawn),?
Cc1cc(C)cc(C(=O)N2CCC(c3n[nH]c(=O)n3-c3ccccc3)CC2)c1,?
O=C(O)Cn1nc(C2CC2)nc1CCCN1CCCC1=O,-2%
O=C(CSc1nc(=O)[nH]c2c1CCC2)Nc1cc(C(F)(F)F)ccc1Cl,-2%

# A different layout for some results above.
SMILES | Pf Dd2 inh
CCn1cc(CN2C[C@@H](CO)[C@H](NC(=O)COC)C2)c2ccccc21 | i
CCCN(CC1CC1)C(=O)c1ccc2c(c1)C(O)CCCCCN2CCOC (stereo not drawn) | ?
Cc1cc(C)cc(C(=O)N2CCC(c3n[nH]c(=O)n3-c3ccccc3)CC2)c1 | ?

# Later entries.
SMILES,Pf Dd2 inh
CCCCOC(=O)c1ccc(Nc2nnc(-n3nc(C)cc3C)c3ccccc23)cc1,-10%
O=C1NC2(CCN(Cc3cccnc3)C2)COc2ccccc21 (stereo not drawn),?
CC(C)N1C(=O)C2(CCCC2)C1C(=O)NCCN1CCC(N2CCCCC2)CC1 (stereo not drawn),-3%
O=C(c1cnc2n[nH]c(-c3ccccc3)c2n1)N1CCN(c2ccccn2)CC1,?
CCNC(=O)N1CCCC1c1noc(CCC(=O)NC(C)C)n1 (stereo not drawn),36%[activator]
COc1ccc(N2CC(NC(=O)c3c(F)cccc3Cl)CC2=O)cc1OC (stereo not drawn),13%
C[C@H](O)c1onc(-c2ccc(F)cc2)c1C(=O)NC1CCC1,-4%[44.1 µM]
COc1cc(SC)ccc1C(=O)N[C@@H]1C=C(C(=O)N[C@H](CC(C)C)C(N)=O)C[C@@H](O)[C@@H]1O,4%
COCc1nc(C2CCCN(C(=O)c3ccc(OC)cc3)C2)no1 (stereo not drawn),23%
O=C(c1ccoc1)N1CCC2(CC1)N=C(c1cccc(Br)c1)NO2,-5%
CCc1c(CN2CCN(c3cccc(C)c3C)CC2)csc1C,?
Cc1ccc(CSc2ncc(Cl)c(C(=O)Oc3ccc(F)cc3)n2)cc1,0%
CCOc1cc(C(=O)N(Cc2nc(-c3ccc(C)cc3)no2)C(C)C)cc(OCC)c1OCC,-27%
COc1ccc(NC(=O)O[C@@H]2CO[C@H]3[C@@H]2OC[C@@H]3n2nnnc2Sc2ccccc2)cc1,?
O=C(Nc1ccccc1)N1CCC2(CC1)SCC(=O)N2c1ccccc1,?
Cc1nc(N2CCOCC2)c2c(C(=O)N3CCN(c4ccccc4)CC3)c(C)oc2n1,32%[activator]
COc1ncccc1-c1cnc2[nH]cc(CC(=O)Nc3ccccc3)c2c1,i
COCc1nc(-c2ccc(OC3CCN(C(=O)Cc4c[nH]c5ccccc45)C3)cc2)no1 (stereo not drawn),41%[activator][5.79 µM]
COC(=O)c1cc(NC(=O)c2ccc(-c3ccc(Cl)cc3Cl)o2)cc(C(=O)OC)c1,29%
Cc1ccc(C)c(S(=O)(=O)c2nnn3c2nc(N2CCOCC2)c2ccccc23)c1,-27%
CCc1ccc(S(=O)(=O)NCc2ccc3c(c2)CCN3C(=O)c2ccc(C)cc2)cc1,?
CCOc1cccc(CNC(=O)c2cc3c(=O)[nH]c(C)cn3n2)c1,i
COc1ccc(-c2noc(-c3nnn4c3COC(c3ccc(Cl)cc3)C4)n2)cc1F (stereo not drawn),i
O=C(c1ccc2c(c1)N(Cc1cccc(Cl)c1)C(=O)c1ccccc1S2(=O)=O)N1CCN(Cc2ccccc2)CC1,?
CNC(=O)N1CCC(C2CCN(C(=O)c3cc(OC)cc(OC)c3)C2)CC1 (stereo not drawn),-21%
